Screening data as filed in PubChem.
RMI FANCM FP: disruptors of RMI1/RMI2 association with MM2 peptide – biochemical, fluorescence polarization, human, primary screen; RMI core complex with F-MM2 peptide; active compounds read low; actives 0.58% (n = 70,000); FP signal (polarization) at 33 µM; RMI core complex (RMI1/RMI2) binding to FANCM MM2 peptide, human; in the data active = FP signal below about 40; note: inactives centre near 61; strong numbers were not always called active; unit not given here
An asterisk follows results filed as active; & = joins results of further samples. An excerpt. The share of hits here may be higher or lower than overall.

SMILES | RMI FANCM FP
COc1cccc(-c2nnc(NC(=O)C3CCCN(S(=O)(=O)c4cccs4)C3)o2)c1 (centres undefined) | 70
CS/C(N)=C(\C#N)C(C)=O | 57
N#Cc1ncoc1-c1cccc(Cl)c1 | 58
CCc1cccc(C)c1NC(=O)CCc1c(C)[nH]c(=O)n(C)c1=O | 61
CCc1ccc(-c2cc3c(=O)[nH]nc(SCC(=O)NCc4ccccc4Cl)n3n2)cc1 | 77
CC(=O)NCc1ccc(S(=O)(=O)NN)cc1 | 60
O=CN1CCc2ccccc21 | 69
COc1ccc(Nc2cc(C(F)(F)F)ccc2Cl)c(C(=O)O)c1 | 53
C(=N/Nc1cc(-c2ccccc2)nc2ncnn12)/c1ccc2c(c1)OCO2 | 60&54
CC(C)c1ccc(Nc2cc(=O)n(C3CCCCC3)c(=O)[nH]2)cc1 | 65
CCNC(=O)Cn1c(CO)cnc1SCC(=O)Nc1ccccc1C(F)(F)F | 54
Cc1csc2nc(CCNS(=O)(=O)c3ccccc3)cn12 | 58
CN1CCc2cc(C(CNC(=O)C(=O)NCC3CCCO3)N3CCOCC3)ccc21 (centres undefined) | 57
O=C(Nc1nc(-c2cc(Cl)sc2Cl)cs1)c1ccc([N+](=O)[O-])o1 | 58
CCOc1cccc2sc(N(Cc3cccnc3)C(=O)CCc3ccccc3)nc12 | 61
Cc1sc2c(c1C)c(=O)nc1n2C(CSc2nc3ccccc3s2)CS1 (centres undefined) | 63
CCS(=O)(=O)N1CCc2ccc(NC(=O)c3c(-c4ccccc4Cl)noc3C)cc2C1 | 60
CSc1n[nH]c(NC(=O)c2c(-c3c(Cl)cccc3Cl)noc2C)n1 | 56
S=C(Nc1ccc2[nH]ccc2c1)Nc1ccccc1N1CCOCC1 | 59&56
CCN(CCS(=O)(=O)c1ccccc1)S(=O)(=O)c1ccc(C)cc1 | 54
CC(C)c1ccc(NN2C(=O)CC(c3ccccc3)C2=O)cc1 (centres undefined) | 58
Cc1ccc(CNC(=O)C(=O)NCc2ccsc2)cc1 | 70
CC(=O)Nc1nc2c(s1)Cc1ccccc1-2 | 49
COC(=O)N1CCc2c(sc(NC(=O)c3ccc(C(C)(C)C)cc3)c2C(N)=O)C1 | 77

Reprinted at random: six entries already listed
SMILES | RMI FANCM FP
CS/C(N)=C(\C#N)C(C)=O | 57
CCOc1cccc2sc(N(Cc3cccnc3)C(=O)CCc3ccccc3)nc12 | 61
N#Cc1ncoc1-c1cccc(Cl)c1 | 58
S=C(Nc1ccc2[nH]ccc2c1)Nc1ccccc1N1CCOCC1 | 59&56
CC(C)c1ccc(Nc2cc(=O)n(C3CCCCC3)c(=O)[nH]2)cc1 | 65
COC(=O)N1CCc2c(sc(NC(=O)c3ccc(C(C)(C)C)cc3)c2C(N)=O)C1 | 77

Later entries
SMILES | RMI FANCM FP
O=C(c1cccnc1Oc1ccccc1)n1ccc(-c2cccs2)n1 | 49
ClCc1csc(-c2ccccc2)n1 | 70
CCSc1nnc(CSc2nc(C)cc(C)n2)n1C | 59
Cc1onc(-c2ccccc2Cl)c1C(=O)Nc1ccc2c(c1)N(C(=O)c1ccco1)CC2 | 76
O=c1cc(-c2ccccc2)nc(SCc2nc(-c3ccc4c(c3)OCO4)no2)[nH]1 | 68
O=C(O)c1nc2ccccc2c(C(=O)O)c1-c1ccccc1 | 68
CC(C)c1nnc(SCC(=O)Nc2ccc3c(c2)OCCO3)c2c1cnn2-c1ccc(F)cc1 | 63
COc1cc(/C=C/C(=O)c2ccc(Br)cc2)ccc1OC(=O)c1cccnc1 | 62
CCOCCOCCN(CC)c1ccc(N=Nc2c(C#N)cc([N+](=O)[O-])cc2C#N)c(NC(C)=O)c1 | 57
O=[N+]([O-])c1cccc(/C=N\Nc2ccc(-n3ccnc3)nn2)c1 | 65
CCn1ccnc1N1CCN(Cc2cccc3ccccc23)CC1 | 106
N#Cc1ccccc1NC(=O)C(=O)NCc1ccccc1F | 54

Another view of part of the listing above.
CCc1cccc(C)c1NC(=O)CCc1c(C)[nH]c(=O)n(C)c1=O
  RMI FANCM FP: 61

CCc1ccc(-c2cc3c(=O)[nH]nc(SCC(=O)NCc4ccccc4Cl)n3n2)cc1
  RMI FANCM FP: 77

CC(=O)NCc1ccc(S(=O)(=O)NN)cc1
  RMI FANCM FP: 60

O=CN1CCc2ccccc21
  RMI FANCM FP: 69

More compounds
SMILES | RMI FANCM FP
O=C(N/N=C\c1cccs1)N/N=C\c1cccs1 | 51
CC(Oc1ccc(Cl)cc1Cl)C(=O)O/N=C(/N)CS(=O)(=O)c1ccc(Cl)cc1 (centres undefined) | 57
O=C1CC2(CCCC2)CC(=O)N1CCNCC1COc2ccccc2O1 (centres undefined) | 57
COc1ccc(S(=O)(=O)NCCOc2ccc3nnc(C)n3n2)c(OC)c1 | 66
O=c1[nH]c(CSc2nc3ccccc3o2)nc2ccccc12 | 55
O=C(COc1ccc(Cl)cc1)N1CCN(Cc2ccc3c(c2)OCO3)CC1 | 54&42
Cc1ccc2c(c1)NC(=O)c1cc(NC(=O)Cc3cccs3)ccc1O2 | 59
CSc1ccccc1C(=O)Nc1nnc(-c2ccc3c(c2)CCCC3)o1 | 53
O=C(CN1CCN(Cc2nc(-c3ccco3)cs2)CC1)N1CCOCC1 | 42
Cc1cc(=O)n2c(n1)SCC2CC(=O)Nc1ccc(F)c(C(F)(F)F)c1 (centres undefined) | 53
O=c1[nH]c(=S)[nH]c(O)c1C=C1C=Nc2ccccc21 | 65
CCCNC(=O)c1cn(-c2ccc(C)c(C)c2)nn1 | 59
COc1ccc(Br)cc1Cn1nnc(C(=O)NCc2cccs2)c1N | 70
O=C(NCCOc1ccc2nnc(-c3ccccc3)n2n1)Nc1ccccc1C(F)(F)F | 70
COC(=O)C1=C(c2ccccc2)C(c2ccccc2)=C(C(=O)OC)C1=O | 57
O=C(CSc1nnc2ccc(-c3ccccn3)nn12)Nc1ccc(F)cc1F | 66
Cc1ccc(C)c(S(=O)(=O)NCc2ccc(C(=O)O)cc2)c1 | 71
CCOC(=O)N1CCN(C2CC(=O)N(c3ccccc3C)C2=O)CC1 (centres undefined) | 65
Cc1ccc(Cl)cc1NC(=O)CN1C(=O)c2ccccc2C1=O | 74
COc1cc2c(cc1OC)C1Cc3ccc(OC)c(OC)c3CN1CC2 (centres undefined) | 55
Cc1cc(=O)n2c(n1)SCC2CC(=O)NCCCOC(C)C (centres undefined) | 64
COC(=O)c1sc(-c2ccccc2)cc1NC(=O)c1ccco1 | 77
O=C(CSc1nncn1-c1ccc(OCc2ccccc2)cc1)Nc1ccccc1 | 59
CC(C)C(C#N)c1ccc([N+](=O)[O-])cc1 (centres undefined) | 64
COc1ccc(-c2nnc3ccc(OCCNC(=O)c4ccccc4Cl)nn23)cc1 | 70
Cc1ccc(C(=O)NC(=S)NNc2ncc(C(F)(F)F)cc2Cl)cc1 | 53
Cc1cccc2c(O)cc(=O)oc12 | 54
O=c1cc(-c2ccccc2)n2c(SCc3c(F)cccc3Cl)nnc2[nH]1 | 50
CCOC(=O)c1cnn2c1nc(Sc1cccc(OC)c1)c1ccccc12 | 63
Cc1cc(C(=O)Nc2nc(-c3ccccn3)cs2)no1 | 53
CC(=O)c1ccc(NC(=O)C(C)Cn2nc(C)c(C)c2C)cc1 (centres undefined) | 61
COC(=O)c1sc(-c2ccccc2)cc1NC(=O)c1ccc([N+](=O)[O-])s1 | 73
N/N=C(\Cn1nnc(N2CCCCC2)n1)c1ccc(Cl)cc1 | 52&49
O=C(NCCOc1ccc2nnc(-c3ccc(F)cc3)n2n1)Nc1cc(F)ccc1F | 70
Cc1nnc(NCC(C)(C)C)s1 | 60
Cc1ccc(C(=O)Nc2nc3c(F)cccc3s2)cc1C | 70
O=C(Nc1ccc(SCCCC(=O)N2CCN(c3ccccc3)CC2)nn1)C1CC1 | 64
Cc1ccc(NC(=O)c2ccc(S(=O)(=O)c3ccc(C)c(C)c3)nc2)cc1C | 69
COC(=O)C(C)Sc1ccc(NC(=O)C2CC2)nn1 (centres undefined) | 69
O=C(Nc1ccccc1C(=O)NCc1cccnc1)c1ccco1 | 58
COc1ccccc1-n1ncc2c(C(C)C)nnc(SC)c21 | 64
NC(=O)c1ccc(NC(=O)C(=O)NCC2COC3(CCCCC3)O2)cc1 (centres undefined) | 84
COc1ccc(-c2ccc(=O)n(CCCC(=O)Nc3ccc(F)c(F)c3)n2)cc1OC | 71
N#CCC(=O)NNC(=S)NCc1cccs1 | 60
O=C(CCCn1nc(-c2ccc(F)cc2)ccc1=O)Nc1ccccc1-c1ccccc1 | 72
COc1ccc(C(=O)CN2CCN(c3cc(C)nc4ccccc34)CC2)cc1 | 64&49
CC(C)(C)C1CCc2c(sc3nc(CCC(=O)NC4CCCC4)[nH]c(=O)c23)C1 (centres undefined) | 77
COC(=O)c1ccc(NC(=O)Cc2cc(=O)[nH]c(SCc3cccc(Cl)c3)n2)cc1 | 59

Next section; it opens with the five that closed the last part.
SMILES | RMI FANCM FP
N#CCC(=O)NNC(=S)NCc1cccs1 | 60
O=C(CCCn1nc(-c2ccc(F)cc2)ccc1=O)Nc1ccccc1-c1ccccc1 | 72
COc1ccc(C(=O)CN2CCN(c3cc(C)nc4ccccc34)CC2)cc1 | 64&49
CC(C)(C)C1CCc2c(sc3nc(CCC(=O)NC4CCCC4)[nH]c(=O)c23)C1 (centres undefined) | 77
COC(=O)c1ccc(NC(=O)Cc2cc(=O)[nH]c(SCc3cccc(Cl)c3)n2)cc1 | 59
Cc1cc(C)nc(SCCS(=O)(=O)Cc2ccc(Cl)cc2)n1 | 60
COc1ccccc1N1CCN(S(=O)(=O)c2ccc(Oc3ccccc3C)cc2)CC1 | 78
CCOc1ccccc1NC(=O)Cn1c(C)cc(C)c(-c2nc(-c3ccc(F)cc3)no2)c1=O | 78
O=S(=O)(Nc1ccccc1Oc1ccccc1)c1cccc2nonc12 | 57
O=C(CSc1nccn2nc(-c3ccc(F)cc3)cc12)Nc1ccccc1Cl | 85
COc1ccc(OC)c2sc(NC(=O)C3CCCN(S(C)(=O)=O)C3)nc12 (centres undefined) | 65
CC(C)CCN1C(=O)C(C)(C)COc2ccc(NS(=O)(=O)c3ccccc3F)cc21 | 59
CCN1C(=O)CSC1=Nc1ccc(N=Nc2ccccc2)cc1 | 56
O=C(COc1ccc2ccccc2c1)NCC(c1cccs1)N1CCc2ccccc21 (centres undefined) | 57
Cc1ccc(OCNC(=O)NN(C)C)cc1 | 59
Cc1cc(-c2ccccc2)nc(SCC(=O)Nc2ccc(SC(F)F)cc2)n1 | 61
Cc1c(-c2ccc(Br)cc2)c(=O)oc2ccc(O)cc12 | 58

A draw from above in order of molar mass, falling:
SMILES | RMI FANCM FP
CCOc1ccccc1NC(=O)Cn1c(C)cc(C)c(-c2nc(-c3ccc(F)cc3)no2)c1=O | 78
Cc1cc(-c2ccccc2)nc(SCC(=O)Nc2ccc(SC(F)F)cc2)n1 | 61
O=S(=O)(Nc1ccccc1Oc1ccccc1)c1cccc2nonc12 | 57

(cont.)
SMILES | RMI FANCM FP
COC(=O)c1sc(-c2ccc(F)cc2)cc1N | 55
CCOC(=O)Cc1csc(NC(=O)Cc2csc(NC(=O)Nc3ccc(Cl)cc3)n2)n1 | 88
CNC(=O)C(=O)Nc1ccc(N2CCCS2(=O)=O)cc1 | 63
CCN(CC)c1ccc(/C=N/NC(=O)c2cc(-c3ccc(F)cc3)n[nH]2)cc1 | 83
COC(=O)c1ccc(NC(=O)CCN2C(=O)c3ccccc3S2(=O)=O)cc1 | 54
O=C(NCc1ccccc1)N1CCCCC1 | 65
CC(C)(C)c1ccc(S(=O)(=O)NCC(=O)N2CCCCCC2)cc1 | 65
O=S(=O)(Nc1c(Cl)c(Cl)c(Cl)c(Cl)c1Cl)c1ccccc1 | 63
Cc1n[nH]c(=O)c(N)c1-c1cc(-c2ccc(Cl)c(Cl)c2)n[nH]1 | 61
O=C(NCCO[N+](=O)[O-])c1cccnc1 | 42&53
CC(=O)SC(CC(=O)O)c1nc2ccccc2s1 (centres undefined) | 64
Nc1ccccc1SCc1cc([N+](=O)[O-])cc2c1OCOC2 | 57
CCCSc1nc(C)c(-c2csc(C(C#N)=C3CCCC3)n2)cc1C#N | 61
Cc1nnc(SCC(=O)c2ccc(C(C)(C)C)cc2)s1 | 73
CC1(CNC(=O)c2cccs2)C2CC3CC(C2)CC1C3 (centres undefined) | 68
Cc1ccccc1NC(=O)/C(C#N)=C/c1ccccc1 | 59
O=C(Cn1nnc(-c2cccc(C(F)(F)F)c2)n1)NNC(=S)Nc1ccc(C(F)(F)F)cc1 | 60
O=C(Cc1cc(=O)[nH]c(SCc2cccc(Cl)c2)n1)NCc1ccco1 | 57
COc1cc(NC(=O)NC2(C(F)(F)F)Oc3ccccc3O2)ncn1 | 62
Cc1cc2cc(CNC(=O)c3cc4ccccc4oc3=O)ccc2[nH]1 | 57
O=C(COc1ccc(F)cc1)NCc1cc(-c2cccs2)on1 | 68
COc1cc(NC(=O)NCCCn2nc(-c3ccc(Cl)cc3)ccc2=O)cc(OC)c1 | 63
Cc1nn(C2CCS(=O)(=O)C2)c2nc(-c3cccs3)cc(C(=O)NCCCc3ccccc3)c12 (centres undefined) | 75
Cc1cc(NC(=O)NC(=O)c2ccccc2F)no1 | 58
O=C(Cc1csc(SCC(=O)c2cccs2)n1)NC1CCCCC1 | 62
CN(NC(=O)c1ccccc1Cl)c1ncccc1[N+](=O)[O-] | 57
CC(C)(CC(=O)O)CC(=O)NCc1c(Cl)cccc1Oc1ccccc1 | 53
O=C(O)/C=C/C(=O)Nc1ccc(N2CCCCC2)cc1 | 57
O=C(c1cccs1)N1CCc2ccc(NS(=O)(=O)c3cccc(F)c3)cc2C1 | 69
N#CCC(=O)NC(=O)NC12CC3CC(CC(C3)C1)C2 | 57
CC(=O)Nc1ccc(S(=O)(=O)NCCc2ccc(N(C)C)cc2)cc1 | 72
COc1cc(C=Nc2ccc(F)cc2F)ccc1OC(=O)/C=C/c1cccs1 | 60
O=C(NCc1cccs1)C(=O)Nc1cc2c3c(c1)CCN3C(=O)CC2 | 53
COc1ccc2c(c1)OCc1c-2oc2cc(OC)ccc12 | 53
CC(C)NC(=O)N1CCC(c2nnc(-c3ccc(F)cc3)o2)CC1 | 55
Cc1cc(NC(=O)COC(Cc2ccccc2)C(F)(F)F)no1 (centres undefined) | 58
O=C(/C=C\c1ccc2c(c1)OCO2)N1CCN(Cc2nc(-c3cccs3)cs2)CC1 | 71
